# USP1-UAF1 inh – USP1/UAF1 (human) deubiquitinase inhibition; O94782; recombinant USP1/UAF1, Ub-Rhodamine cleavage fluorescence; Potency, µM (titrated, usually from 57.1 µM), for the others: top-dose activity change, negative = inhibition, most hits filed as inhibitors; actives 0.23% (n = 390,000); AID 743255; also: potency is read from the fitted curve at half-maximal effect; % is scaled to controls: 0 for no effect and ±100 for the full control effect; nearly all actives have a fitted effect of over 60% in size; inactives centre near -12
#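 1 nM enzyme complex + cpd, 15 min RT; start with Ub-Rho 150nM final; kinetic fluorescence ex 480/em 540, 6 reads q60 s. Buffer 50mM HEPES pH 7.8, 0.5mM EDTA, 0.1 mg/ml BSA, 1mM TCEP, 0.01% Tween-20.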
# HP1b binding inh – inhibitors of HP1-beta chromodomain binding to methylated histone tails. Potency, µM (titrated, usually from 114 µM), for the others: at the highest dose activity change, negative = inhibition, usual class: inhibitors. actives 0.56% (n = 390,000). AlphaScreen HP1-beta / biotin-H3K9me3 peptide binding. P83916. AID 540317; also: potency is read from the fitted curve at half-maximal effect; nearly all actives have a fitted effect of over 70% in size; inactives centre near 23
#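 HP1-beta protein (50 nM final) preincubated 30 min at room temperature with biotinylated H3(1-18)K9me3 peptide (50 nM) in PBS pH 7.4, 0.01% Tween-20, then compound added for 30 min. AlphaScreen streptavidin donor/nickel chelate acceptor beads (10 ug/mL final), 30 min dark, luminescence read.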
# IDH1 R132H inh – inhibitors of human mutant IDH1 R132H; O75874; IDH1-R132H enzyme, NADPH consumption, diaphorase/resazurin fluorescence; Potency, µM (series often up to 76.6 µM), for the others: at the top dose activity change, negative = inhibition, hits mostly inhibitors; actives 0.093% (n = 390,000); also: potency is read from the fitted curve at half-maximal effect; % is scaled to controls: 0 for no effect and ±100 for the full control effect; nearly all actives have a fitted effect of over 65% in size
#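 IDH1-R132H (0.5 ug/mL dispensed) in pH 7.5 Tris buffer was preincubated 30 min with compound, then given a substrate mix of 0.016 mM NADPH and 2 mM alpha-KG for 80 min at room temperature; remaining NADPH was read by diaphorase/resazurin fluorescence.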
# PI4K2A block – PI4K2A (human) kinase inhibition. purified PI4K2A, ADP-Glo luminescence, 1 h; stronger effect = lower value. activity change, negative = inhibition, % at 76.9 µM. actives 0.13% (n = 420,000); in the data active = activity change below about -50%; inconclusive = mostly about -30% to -49%;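 also: -100% = wells without enzyme as full effect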
#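 ADP-Glo luminescence measured ADP generated by PI4K2A enzyme (4 ug/mL before mixing) with 1.2 mM PI substrate (pre-mix) and 300 microM ATP (pre-mix). Tris pH7.5 buffer with MgCl2, Triton X-100; 1 h reaction at ambient temperature.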
# GLS inhibitor – glutaminase GLS (human) inhibition; O94925; GLS enzymatic activity, qHTS titration; Potency, µM (titrated, usually from 45.5 µM), for inactives: top-dose activity change, negative = inhibition, usual class: inhibitors; actives 0.21% (n = 410,000); AID 624170; also: potency is read from the fitted curve at half-maximal effect; % is scaled to controls: 0 for no effect and ±100 for the full control effect
# Target sequence (O94925 whole entry, looked up): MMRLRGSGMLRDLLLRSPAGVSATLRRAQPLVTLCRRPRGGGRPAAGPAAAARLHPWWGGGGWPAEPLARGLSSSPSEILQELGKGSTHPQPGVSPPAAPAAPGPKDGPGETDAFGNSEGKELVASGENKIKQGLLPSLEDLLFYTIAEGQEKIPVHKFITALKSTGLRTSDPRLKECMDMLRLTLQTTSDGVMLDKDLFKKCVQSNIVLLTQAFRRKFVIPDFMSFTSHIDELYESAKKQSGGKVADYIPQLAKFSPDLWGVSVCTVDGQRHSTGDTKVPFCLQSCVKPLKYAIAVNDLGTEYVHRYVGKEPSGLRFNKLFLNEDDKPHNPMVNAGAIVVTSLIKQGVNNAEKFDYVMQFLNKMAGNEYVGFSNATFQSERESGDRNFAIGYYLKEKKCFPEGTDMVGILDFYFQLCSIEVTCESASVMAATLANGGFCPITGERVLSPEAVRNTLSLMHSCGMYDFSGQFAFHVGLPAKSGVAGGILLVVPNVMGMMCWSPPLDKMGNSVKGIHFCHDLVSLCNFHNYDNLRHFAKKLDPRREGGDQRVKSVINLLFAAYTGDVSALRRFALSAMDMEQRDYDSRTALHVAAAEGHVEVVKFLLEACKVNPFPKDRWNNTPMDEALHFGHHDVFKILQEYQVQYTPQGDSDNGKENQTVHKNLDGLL
#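 hKGA in 45 mM KH2PO4 (pH 8.2), 0.02% Tween-20 with compound, then 1mM L-Glutamine (stock as added) plus glutamate oxidase/HRP/Amplex red coupling mix. Fluorescence read initially and after 30 min at RT; signal change reflects glutamate formation.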
# TrxR1 substrate – is turned over as a substrate by rat TrxR1. O89049. purified TrxR1 substrate turnover, NADPH consumption readout. Potency, µM (top dose mostly 114 µM), for inactives: top-dose activity change, negative = substrate turnover. actives 0.01% (n = 390,000). AID 588456; also: potency is read from the fitted curve at half-maximal effect; % is scaled to controls: 0 for no effect and ±100 for the full control effect; nearly all actives have a fitted effect of over 50% in size
#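 Rat TrxR1, dispensed at 90 nM, was prereduced with 400 uM NADPH (final) for 5 min at ~22 deg C, then incubated with compound 15 min before 400 uM selenite. A first-read NADPH fluorescence drop versus no-compound background flagged substrates.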
# PGK inhibitor – T. brucei PGK inhibition; P07378; PGK/GAPDH coupled, Kinase-Glo luminescence, 60 min; Potency, µM (highest dose often 57.5 µM), for inactives: at the highest dose activity change, negative = inhibition, hits mostly inhibitors; actives 0.043% (n = 380,000); AID 602233; also: potency is read from the fitted curve at half-maximal effect; % is scaled to controls: 0 for no effect and ±100 for the full control effect; nearly all actives have a fitted effect of over 60% in size
#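 Recombinant glycosomal PGK reaction used 1,3-bisphosphoglycerate generated in-well by GAPDH (100nM final) in 100mM TEA pH 7.6, 5mM MgCl2, 0.01% Tween-20. After 60 minutes at room temperature, ATP was read by Kinase-Glo Plus luminescence end-point.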
# TrxR1 inh – blocks rat thioredoxin reductase 1. O89049. recombinant rTrxR1, NADPH fluorescence consumption, selenite substrate. Potency, µM (doses to about 114 µM), without a hit: at the highest dose activity change, negative = inhibition, actives largely listed as inhibitors. actives 1% (n = 390,000); also: potency is read from the fitted curve at half-maximal effect; % is scaled to controls: 0 for no effect and ±100 for the full control effect; nearly all actives have a fitted effect of over 65% in size
#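 Rat TrxR1 (90 nM in the dispensed reagent) was pre-reduced with 400 uM NADPH for 5 min at room temperature, then incubated with compound for 15 min. After 400 uM selenite was added, NADPH fluorescence (Ex 340/Em 450 nm) was followed for 8 min.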
# Pin1 inhibitor – inhibitors of human Pin1; Q13526; AID 504891; Potency, µM (highest dose often 115 µM), for the others: at the top dose activity, negative = inhibition, hits mostly inhibitors; Pin1 FP peptide displacement, HiFluor488, 10 min; actives 0.009% (n = 390,000); active = well fitted inhibition curve with a large enough effect in the polarisation, with a control signal flat, not every such curve was filed as active; inconclusive = small, poorly fitted or top-dose-only effect, or effect the other way, or a change in a side signal; inactive = no such curve, though single readings can be large or run the other way; the % refers to the polarisation; also: potency is read from the fitted curve at half-maximal effect; % is scaled to controls: 0 for no effect and ±100 for the full control effect
# Target sequence (Q13526 whole entry, looked up): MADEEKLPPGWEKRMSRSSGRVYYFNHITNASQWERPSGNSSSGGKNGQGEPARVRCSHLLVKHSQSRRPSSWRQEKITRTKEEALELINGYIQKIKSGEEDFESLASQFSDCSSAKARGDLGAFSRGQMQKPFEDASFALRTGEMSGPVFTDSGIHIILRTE
# An asterisk follows results filed as active; i = inactive; ? = inconclusive; . = no result given; & = joins results of further samples; [ ] = remark or other dose. Unless noted, calls follow the shape of the dose curve; as a rule, active = well fitted curve in the direction sought with a large enough effect; inconclusive = small, poorly fitted or top-dose-only effect, or another doubt; inactive = no such curve, though single readings can be large; an effect the other way counts as inactive or inconclusive. An excerpt (hit frequency here may not be typical).
USP1-UAF1 inh	HP1b binding inh	IDH1 R132H inh	PI4K2A block	GLS inhibitor	TrxR1 substrate	PGK inhibitor	TrxR1 inh	Pin1 inhibitor	structure
-14%	52%[activator]	1%	0	-4%	24%	-2%	7%	8%	COc1ccc(-c2sc3ccccc3c2/C=C/c2ccc(OC)c(OC)c2)cc1
-6%	5%	3%	3	3%	-8%	-13%	12%[57.1 µM]	20%	COc1ccccc1NS(=O)(=O)c1cccc(NC(=O)c2sc3ccccc3c2Cl)c1
-16%	60%[activator]	1%	2	-18%	5%	-2%	15%	-1%	CC(C)(C)c1cc(C(=O)Nc2cccc3ccccc23)ccn1
-1%	0%	2%	0	1%	1%	-1%	15%	-3%	COC(=O)C(Cc1ccc(O)cc1)NC(=O)CCc1ccco1 (centres undefined)
-12%	38%	8%	2	-7%	-11%	-3%	-19%	-5%	C(=N\NC(=Nc1ccccc1)c1ccccn1)/c1ccccn1
-15%	16%	-8%	2	-8%	4%[11.4 µM]	-8%	2%	1%	O=S(=O)(c1ccc(Cl)cc1Cl)n1ccnc1
-14%	16%	6%	2	0%	7%[57.1 µM]	-3%	15%[57.1 µM]	-2%	Cc1nc(C#N)c(NCc2ccc3c(c2)OCO3)o1
4%	16%	6%	-1	-6%	-4%	-8%	8%	1%	Cc1nn(CC(=O)NCc2ccco2)c(=O)c2nn(-c3ccccc3)c(C)c12
-18%	61%[activator]	9%	5	15%	2%[57.1 µM]	-4%	14%[57.1 µM]	-6%	COc1cccc(C(=O)CSc2nnnn2C2CCCCC2)c1
-5%	-63%	-1%	3	11%	-1%	-4%	3%	-2%	COc1ccc(N=c2cc(-c3ccc(OC)cc3)oc3ccccc23)cc1
-17%	-3%	0%	-4	3%	4%[57.1 µM]	1%	6%[57.1 µM]	6%	Cc1cc(C2=NNC(=NCc3ccccc3)SC2)c(C)n1-c1c(C)n(C)n(-c2ccccc2)c1=O
-1%	-11%	-9%	6	0%	1%	6%	2%	5%	CC(C)c1ccc(OCC(=O)NNC(=S)NC(=O)c2cccs2)c(Br)c1
.	52%[activator]	.	35	0%	-6%[57.1 µM]	-6%	5%[57.1 µM]	-2%&-6%	N#Cc1nc(NCC(F)F)nc(Nc2cc(F)cc(F)c2)n1
-16%	65%[activator]	-1%	0	-2%	-16%	-11%	1%	3%	CC1CCCN(c2sc(S(C)(=O)=O)nc2S(=O)(=O)c2ccc(Cl)cc2)C1 (centres undefined)
-25%	20%	0%	2	13%	0%	-8%	-7%	-1%	CCOc1ccccc1NC(=S)Nc1ccccc1F
-11%	38%	5%	0	12%	404%[activator]	-5%	45%[activator]	-2%	CCOc1ccccc1Oc1c(C)oc2c(CN3CCN(C)CC3)c(O)ccc2c1=O
-28%	40%	-9%	1	5%	18%	2%	34%	-8%	CSc1ccc(CCNC(=O)CCc2c(C)nc3c(c(C)nn3-c3ccc(C)c(C)c3)c2C)cc1
6%	5%	6%	-1	82%[activator]	5%	.	25%	-5%	O=S(=O)(c1ccc(OCC(O)CN2CCN(c3ccccc3O)CC2)cc1)N1CCOCC1 (centres undefined)
-18%	65%[activator]	-9%	10	-11%	2%[57.1 µM]	i	23%[57.1 µM]	4%	CCc1nn(CC(=O)NCCCN(C)Cc2ccccc2)c(=O)c2cc3sc(C)cc3n12
-15%	23%	1%	1	2%	2%	-1%	17%	-5%	O=S(=O)(Nc1cccc(F)c1)c1cccc2nsnc12
-15%	35%	1%	0	0%	-3%	-4%	10%	7%	C/C(=N\NC(=O)CNC(=O)C(c1ccccc1)c1ccccc1)c1ccccc1
-11%	45%	2%	-1	16%	44%[activator]	-8%	2%[57.1 µM]	2%	CC1(C)Cc2c(C#N)c(SCc3nc4ccccc4[nH]3)nc(N3CCOCC3)c2CO1
-19%	36%	-2%	-6	0%	-2%	-5%	-6%	33%[activator]	O=C(COC(=O)c1cc(=O)[nH]c2ccccc12)Nc1nccs1
14%	20%	-7%	1	-19%	8%[57.1 µM]	-10%	32%[57.1 µM]	-3%	CCC(=O)NC1CC(=O)N(c2ccc3c(c2)OCCO3)C1 (centres undefined)
?	13%	-2%	2	2%	17%	-6%	13%	1%	COc1cc(S(=O)(=O)N2CCOCC2)c(OC)c(S(=O)(=O)N2CCOCC2)c1
-10%	7%	1%	3	-3%	-1%[57.1 µM]	-1%	20%[57.1 µM]	0%	Cc1ccc(S(=O)(=O)NCC(=O)N(CC(=O)NCc2ccco2)C2CCCC2)cc1
2%	30%	11%	-5	4%	7%	2%	9%	-12%	CC(Oc1ccc(Cl)cc1Cl)c1nc(-c2ccc(NC(=O)c3ccccn3)cc2)no1 (centres undefined)
-17%	25%	-2%	-4	1%	8%	-6%	29%	-4%	Cc1cc(C)n2nc(S(=O)(=O)NC3CCCCC3)nc2n1
4%	18%	-4%	2	6%	23%	0%	-15%	1%	c1ccc(Cn2c(SCc3cn4cccnc4n3)nnc2-c2ccco2)cc1
-11%	38%[activator]	2%	-3	35%[activator]	-17%	10%[11.5 µM]	?	9%	CC1(C)CC(N2CCN(c3ccccc3)CC2)=CC(=[N+]2CCCC2)C1
-10%	18%	8%	-2	-9%	-5%	0%	-3%	-1%	O=C(Cc1ccc(-n2cnnn2)cc1)NC12CC3CC(CC(C3)C1)C2
-8%	16%	3%	0	13%	0%[57.1 µM]	9%	19%[57.1 µM]	-8%	O=C1Nc2ccccc2N(O)N1c1ccc(Cl)cc1
-18%	29%	-8%[38.3 µM]	0	-7%	1%	9%	14%	-3%	COC(=O)[C@@]1(Cc2ccccc2)[C@H]2C(=O)N(Cc3ccccc3)C(=O)[C@H]2[C@H]2CN=C(SCc3ccccc3)N21
-10%	9%	-3%	1	9%	-13%	1%	-22%	-2%	COc1ccc(C2=Nn3c(nnc3-c3ccco3)SC2)cc1OC
-14%	-6%	-2%	3	2%	-7%	i	-7%	1%	COc1cc(OC)c(NC(=O)c2c(C)nn(-c3ccc(C)cc3)c2-n2cccc2)cc1Cl
-9%	53%[activator]	3%	0	-4%	7%	-7%	5%	0%	O=C1c2ccccc2C2(c3ccc(F)cc3)NCCN12 (centres undefined)
-2%	24%	2%	11	-5%	0%[57.1 µM]	i	19%[57.1 µM]	-2%	Cc1cc(N2CCCC2=O)cc(C)c1S(N)(=O)=O
-15%	?	-10%	3	17%	-4%	1%	16%	29%	COc1ccc(S(=O)(=O)N2CCOCC2)cc1C(=O)Nc1ccc(N2CCCCCC2)cc1
-18%	-12%	12%	-3	1%	15%[57.1 µM]	-1%	-35%	7%	C#CCOCCOCCOCCNc1nc(N2CCN(C(=O)CCCCCCCCCCNC(=O)[C@@H](CCC(=O)O)n3cc(CCCCCN)nn3)CC2)nc(N2CCN(C(=O)CCCCCCCCCCNC(=O)[C@H](CO)n3cc(CCCCCN)nn3)CC2)n1
-17%	57%[activator]	0%	-2	-4%	4%	-1%	12%	8%	COc1cc(OC)c(OC)cc1CNC(=O)c1cc(S(=O)(=O)N2CCOCC2)ccc1F
-18%	-11%	-4%	-4	8%	4%[57.1 µM]	0%	12%[57.1 µM]	-3%	NC(=O)CC(NC(=O)c1cccc(Br)c1)c1ccc(NC2CCN(Cc3ccccc3)CC2)c([N+](=O)[O-])c1 (centres undefined)

# High-throughput results as filed in PubChem.
